KDM5B inh: KDM5B demethylase inhibition; AID 1347165; 220,000 compounds, 2.6% hits; KDM5B demethylase, FDH-coupled NADH fluorescence (FDH is formaldehyde dehydrogenase); Potency, µM (series often up to 57.7 µM), without a hit: at the highest dose activity change, negative = inhibition, most hits filed as inhibitors; active = well fitted inhibition curve with a large enough effect; inconclusive = small, poorly fitted or top-dose-only effect; inactive = no such curve, though single readings can be large or run the other way; also: 0% is about no effect; nearly all actives have a fitted effect of over 70% in size
Target sequence (Q9UGL1 whole entry, looked up): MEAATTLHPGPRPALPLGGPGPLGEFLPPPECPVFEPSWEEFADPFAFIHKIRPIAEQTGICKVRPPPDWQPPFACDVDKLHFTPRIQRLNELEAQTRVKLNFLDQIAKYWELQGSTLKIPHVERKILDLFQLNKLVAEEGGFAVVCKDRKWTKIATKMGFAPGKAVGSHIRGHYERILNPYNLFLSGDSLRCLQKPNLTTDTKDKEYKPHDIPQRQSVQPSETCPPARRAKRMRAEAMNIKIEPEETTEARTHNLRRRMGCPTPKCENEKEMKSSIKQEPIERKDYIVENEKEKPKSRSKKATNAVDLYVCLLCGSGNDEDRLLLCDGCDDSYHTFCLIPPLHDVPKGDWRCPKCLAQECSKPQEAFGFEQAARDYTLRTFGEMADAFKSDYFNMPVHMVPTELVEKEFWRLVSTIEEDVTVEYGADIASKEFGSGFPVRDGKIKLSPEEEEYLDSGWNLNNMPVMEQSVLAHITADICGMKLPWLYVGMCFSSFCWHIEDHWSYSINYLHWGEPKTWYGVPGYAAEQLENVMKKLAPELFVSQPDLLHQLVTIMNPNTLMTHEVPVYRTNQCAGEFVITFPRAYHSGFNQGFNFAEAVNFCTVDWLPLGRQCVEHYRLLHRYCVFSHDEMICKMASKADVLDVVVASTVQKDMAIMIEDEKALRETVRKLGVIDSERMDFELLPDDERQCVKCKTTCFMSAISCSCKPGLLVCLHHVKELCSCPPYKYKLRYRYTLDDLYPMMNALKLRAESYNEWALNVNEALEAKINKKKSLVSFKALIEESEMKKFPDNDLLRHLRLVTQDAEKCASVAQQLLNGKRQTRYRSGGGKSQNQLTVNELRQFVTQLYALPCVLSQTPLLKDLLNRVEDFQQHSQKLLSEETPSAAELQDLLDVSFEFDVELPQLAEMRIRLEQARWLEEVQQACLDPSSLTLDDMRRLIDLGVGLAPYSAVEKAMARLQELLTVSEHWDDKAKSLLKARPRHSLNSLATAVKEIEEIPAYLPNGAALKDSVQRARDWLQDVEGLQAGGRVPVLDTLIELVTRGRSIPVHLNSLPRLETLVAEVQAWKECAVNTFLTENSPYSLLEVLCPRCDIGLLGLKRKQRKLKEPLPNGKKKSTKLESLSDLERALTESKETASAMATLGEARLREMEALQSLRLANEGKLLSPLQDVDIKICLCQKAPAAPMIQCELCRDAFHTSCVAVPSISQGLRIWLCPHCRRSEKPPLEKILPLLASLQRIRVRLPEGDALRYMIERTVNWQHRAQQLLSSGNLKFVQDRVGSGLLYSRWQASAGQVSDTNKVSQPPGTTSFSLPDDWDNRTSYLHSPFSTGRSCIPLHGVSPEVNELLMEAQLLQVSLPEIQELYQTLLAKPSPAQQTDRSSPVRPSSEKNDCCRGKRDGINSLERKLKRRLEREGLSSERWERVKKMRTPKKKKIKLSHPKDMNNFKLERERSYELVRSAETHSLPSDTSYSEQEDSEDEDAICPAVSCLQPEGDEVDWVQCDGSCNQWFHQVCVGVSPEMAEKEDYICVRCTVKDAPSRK
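qHTS format, multiple compound concentrations. Buffer 50 mM HEPES pH 7.5/0.01% Tween-20; 200 nM KDM5BΔAP final; 10 min compound preincubation; substrate-mix levels 12.5 µM peptide, 25 µM α-KG, 0.25 mM NAD⁺; 30 min RT; ΔRFU.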
The depositor's hits bear a star; ? = inconclusive; & = joins results of further samples; [ ] = remark or other dose. Potency is read from the fitted curve at half-maximal effect. The list is partial; rates above refer to the full screens.

SMILES | KDM5B inh
CC1CCN(S(=O)(=O)c2ccc3c(c2)CCC(=O)N3CC(=O)N2CCC3(CC2)OCCO3)CC1 | 20%
CC(C)(C)c1ccc(NC(=O)C2CCCC2)cc1 | 27%
O=C(Cn1ccc2cc(S(=O)(=O)N3CCCCC3)ccc21)NCCc1ccccc1Cl | ?
O=C(CNC(=O)c1cccs1)N/N=C/c1ccccc1[N+](=O)[O-] | -9%
COc1ccc(Cl)cc1-n1c(/C=C/c2cccc3ccccc23)nc2ccccc2c1=O | -5%
CN1C(=O)c2cccn2CC1C(=O)NC1CC1 (stereo not given) | -13%
COC1CN(c2cccc(F)c2)C12CCN(C(=O)C1CCC1)CC2 (stereo not given) | 1%
CCOc1ccc2c(n1)CCN(C(=O)c1ccc(OC)nc1)C2 | -14%
COCCOC(=O)/C(=C\c1cc(C(C)(C)C)c(O)c(C(C)(C)C)c1)C(C)=O | ?
O=C(CCN1C(=O)c2ccccc2S1(=O)=O)Nc1ccccc1 | -11%
CCCC(=O)Nc1cc2nn(-c3ccc(OC)cc3)nc2cc1C | ?
CN(CC(=O)NC(=O)NCc1cccs1)Cc1cccs1 | 17%
CC1CCCCN1CCCNC(=O)CN1C(=O)c2cccnc2Oc2ccccc21 (stereo not given) | -22%
CCCNc1nc2c(c(=O)n(C)c(=O)n2C)n1CC | 19%
O=C(Nc1ccc(Oc2ccccc2)cc1)N[C@H]1CO[C@H]2[C@@H]1OC[C@@H]2Nc1nccc(-c2cccc(F)c2)n1 | ?
Cc1ccc(C(=O)CN2C(=O)NC3(CCOc4ccccc43)C2=O)s1 (stereo not given) | 8%
COc1ccc(-c2cn3c(n2)sc2cc(C(=O)NCc4cccs4)ccc23)cc1 | ?
Cc1ccc(-c2c(C)nn3c2NC(=O)CCC3=O)cc1S(=O)(=O)NCc1ccco1 | 3%
O=C(NCCSc1ccc(Cl)cc1)c1ccc2c(c1)OCCCO2 | 25%
O=C(c1ccc2cc[nH]c2c1)N1CCC2(CC1)CC(Cc1cccc(F)c1)CCO2 (stereo not given) | ?
CCOc1ccc(S(=O)(=O)Nc2ncn[nH]2)cc1 | 0%
Cc1ccc(NC(=O)C2=Cc3sc4c(c3CS2)CCCC4)cc1C | -28%
COc1ccc2c(C)c(C(=O)N3CCCOC(Cn4cccn4)C3)oc2c1 (stereo not given) | ?
Cn1cccc1CN1CCC2(CC1)CC(=O)N(c1ccccc1)c1ccccc1O2 | -5%
COc1ccc(CN2CCC3(C2)C(=NC2CCCC2)NC(=O)N3c2cccnc2)cc1 (stereo not given) | 1%[115 µM]
Cc1sc2c(c1C)CN(CCN1CCOCC1)CN2C(=O)c1ccccc1 | 44%[activator]
Cc1ccc(NC(=O)c2cc(-c3ccccn3)nc3ccc(C)cc23)cc1 | 12%
Cc1ccc(-c2nnc([C@H]3CCN(C(C)C)C3)o2)cc1 | 32µM*
Cc1ccc2oc(-c3cccc(NC(=O)c4cccc([N+](=O)[O-])c4C)c3)nc2c1 | 10%
O=C(Cn1cccc1-c1nc(-c2ccc(F)cc2)no1)Nc1ccc2c(c1)OCO2 | 19%
O=C(CSc1nnc(NC(=O)c2cc(Br)ccc2Cl)s1)NCC1CCCO1 (stereo not given) | 15%
COC(=O)[C@@H]1Cc2ncn(Cc3ccc(Cl)cc3)c2CN1Cc1cccnc1 | ?
O=C(c1cc2c(s1)CCCC2)N1CCC2(CC1)OCCCC2O (stereo not given) | -10%
COc1ccc(N2CCN(C(=O)C3CCN(C(=O)c4ccccc4Cl)CC3)CC2)cc1 | 10%
CCn1ncc(N2CCC(NC(=O)c3cccc(OC)c3)CC2)cc1=O | -9%
COc1ccc(OCC(=O)NNC(=O)C2CCN(c3ncnc4sc(C)c(C)c34)CC2)cc1 | 28%
CC(C)(C)NS(=O)(=O)c1ccc(NC(=O)C2c3ccccc3Oc3ccccc32)cc1 | 13%
CCCCNC(=O)C1CCC(C(=O)NCCCC)CC1 (stereo not given) | 20%
CCc1nc2ccc(C(=O)N3CCN(c4cc(C)ccc4C)CC3)cc2nc1CC | ?
C/C(=N\Nc1ccc2nncn2n1)c1ccc(Br)s1 | 20%
CCN1C(=O)CCN(C(=O)Cc2cccc(OC)c2)CC12CCOCC2 | -7%
Cc1ccc(Cl)cc1N1CCN(C(=O)C2CCN(Cc3nc(-c4cccc(Cl)c4)oc3C)CC2)CC1 | -16%
CC(=O)N(CCC1(c2ccc(C)cc2)CCOC(C(C)C)C1)Cc1ccco1 (stereo not given) | 18%
CC1(C(=O)NCCOc2ccccc2)CCCc2cnc(Nc3cccnc3)nc21 (stereo not given) | -6%[86.2 µM]
CC(NC(=O)C1CCCC1)C1CCCO1 (stereo not given) | -6%
COc1ccc(CN(C(=O)COc2cccc(C)c2C)c2ccccn2)cc1OC | -16%
CCOC(=O)CCNC(=O)c1cc(F)ccc1Br | 9%
Cc1ccc(Cl)cc1N1CCN(C(=O)CSc2cc(=O)n(C)c3ccccc23)CC1 | ?

Among those listed so far, these contain an NH in an aromatic ring.
SMILES | KDM5B inh
O=C(c1ccc2cc[nH]c2c1)N1CCC2(CC1)CC(Cc1cccc(F)c1)CCO2 (stereo not given) | ?
CCOc1ccc(S(=O)(=O)Nc2ncn[nH]2)cc1 | 0%

Going on with the list:
SMILES | KDM5B inh
CCCn1nc(C(=O)Nc2nc(C(C)=O)cs2)c2ccccc2c1=O | 3%
CCOC(=O)c1ccc(N2CCOCC2)c(NC(=O)c2ccc3c(c2)OCO3)c1 | -11%
O=C(NCc1ccco1)NC(=O)c1csc([N+](=O)[O-])c1 | -28%
Cc1ccc(NC(=O)c2oc3ccc(S(=O)(=O)N4CCCCC4)cc3c2C)c(C)c1 | 1%
CCc1cccc(NC(=O)CN2C=C(C(=O)OC)C(C)=NS2(=O)=O)c1 | 8%
O=C(Nc1ccc(F)cc1)Oc1ccccc1N1CCOCC1 | 24%
Cc1nc(-c2cccc(S(=O)(=O)N3C[C@@H](N)C[C@H]3C(=O)NC(C)C)c2)no1 | -17%
CC1=C[C@@H](CO)[C@H](C(C)C)C[C@H]1Cc1nnc(Cc2c[nH]c3ccccc23)o1 | -7%[86.2 µM]
CCc1ccccc1NC(=O)Nc1cccc(-c2ccc(N3CCOCC3)nn2)c1 | -2%
Cc1ccc(Cl)cc1NC(=O)COc1ncnc2ccc(Br)cc12 | -14%
CC(C)CNC(=O)N1CC(n2cc(C(=O)NCc3ccncc3)nn2)C1 | -19%
COc1cccc(C(=O)N2CCC(C(NC(=O)c3ccc(F)cc3)C(=O)N3CCCC3)CC2)c1 (stereo not given) | 20%
CCN1c2cc(C(=O)Nc3ccc(OC(F)(F)F)cc3)ccc2C(=O)N2CCCCCC21 (stereo not given) | ?
NC(=O)[C@@H]1CN(C(=O)c2ccccc2)C[C@H]1COc1ccccc1 | 22%
CN(CCOc1ccc(Cl)cc1)Cc1nc(C2CC2)no1 | 16%
COCC(=O)N1CC[C@]2(O)CCN(C(=O)c3ccc(C(C)=O)s3)C[C@@H]2C1 | 6%
O=C(O)c1ccc(COc2ccccc2Cl)o1 | -6%
CCCn1ccc2sc(C)c(C(=O)NCc3ccccc3OCC)c2c1=O | -7%
COCc1cnc2c(c1SCc1ccc(C)cc1)c(=O)n(C)c(=O)n2C | 3%
Cc1cc(C)n2ncc(-c3noc(C(=O)NC4CCCCCC4)n3)c2n1 | 32%[activator]
COC(=O)C1=CN(Cc2cccs2)C=C(C(=O)OC)C1c1cccc(OC)c1 | ?
Cc1ccc(C(=O)N(Cc2ccco2)C2CC2)cc1C | 20%
O=C(C1CC1)N1CC2CC(C1)[C@H]1CCCC(=O)N1C2 (stereo not given in full) | 0%
COC(=O)CNC(=O)C1CCN(c2ncnc3sc4c(c23)CCCC4)CC1 | 9%
CN1C(=O)[C@@H]2C[C@@H](O)CN2C2(CN(Cc3cnc4ccccc4c3)C2)C1=O | ?
CCOC(=O)c1c(C)oc2ncnc(N3CCN(c4cccc(Cl)c4)CC3)c12 | ?
CCCNC(=O)CC1Sc2ncccc2N(CCC)C1=O (stereo not given) | -10%
CN(C)c1ccc2c(c1)COC2=O | -5%
Cc1ccc(C)c(-n2nnnc2SCC(=O)Nc2cc(C)nn2-c2ccccc2C)c1 | 10%
CCc1ccc(Oc2coc3cc(O)ccc3c2=O)cc1 | ?
CC1CCC2(CC1)NC(=O)N(CC(=O)Nc1cccc(Cl)c1)C2=O (stereo not given) | 20%
CC1=C(C(=O)NCc2ccccc2)C(c2ccccc2)NC(=S)N1 (stereo not given) | -27%
CCCCCC(=O)Nc1ccc([C@H]2OCC(=O)N[C@@H]2CO)cc1 | -5%[86.2 µM]
CCOC(=O)CSc1nc2c(c(=O)[nH]c(=O)n2C)n1Cc1ccc(C)cc1 | 1%
COc1ccc(CNC(=O)CSc2nc3ccc(C)cc3[nH]2)cc1 | -1%
Cc1cccc(C)c1NC(=O)c1ccc2c(c1)nnn2C1CCCC1 | -16%
O=C(COc1ccccc1Cl)N(Cc1cccc(F)c1)C1CCS(=O)(=O)C1 (stereo not given) | -7%
O=S(Cc1cccc(C(F)(F)F)c1)Cc1cccc2ccccc12 (stereo not given) | -1%
O=C(CSc1nnc2ccc(-c3ccccn3)nn12)N1CCCC1 | 12%
COc1cc(NC(=O)C2CCN(S(=O)(=O)c3c(C)noc3/C=C/c3c(C)cc(C)cc3C)CC2)cc(OC)c1 | -4%
CC(=O)c1c(C)[nH]c(C(=O)CSc2nnc(C3CCCCC3)o2)c1C | 14%
CNC/C=C/COc1ccc(C)c(C)c1 | -18%
COc1cccc(Nc2cnc3ccc(-c4cccc(CO)c4)nn23)c1 | ?
Cc1nnc(N2CCC3(CCC(=O)N(CCCN(C)C)C3)CC2)c2ccccc12 | -10%
COCCNC(=O)N1CCCC(CNC(=O)C2(c3ccc(Cl)cc3)CC2)C1 (stereo not given) | -10%
CN(Cc1cn(C)nc1-c1ccc(Oc2ccccc2)cc1)Cc1cnc2ccccn12 | 5%
COc1ccc(-c2ccnc3nc(C4CCC4)nn23)c(F)c1 | 28µM*
CCCN1CCc2nc(C(=O)Nc3nc(C)cs3)oc2CC1 | -24%[86.2 µM]
Cc1ccc(CNC(=O)Cn2ccn(-c3ccc(C)c(C)c3)c(=O)c2=O)cc1 | ?
Cc1nn(CCC(=O)Nc2cccc(C(F)(F)F)c2)c(C)c1S(=O)(=O)N1CCC(C)CC1 | -7%
CC(=O)NCCc1sc(-c2cccc(F)c2)nc1C | ?
CCC(C)NC(=O)c1ccc2c(c1)NC(=O)CS2 (stereo not given) | 20%
O=C(NCCC1CCN(C(=O)Nc2ccccc2F)CC1)c1cccs1 | 29%
Cn1c(N)c(-c2csc(Nc3ccccc3)n2)c(=O)n(C)c1=O | -17%
Cc1cccc(CNC(=O)CCC2CCN(S(=O)(=O)c3ccccc3)CC2)c1 | 10%
CC1Sc2ccc(S(=O)(=O)N3CCC(C(=O)N4CCCC4)CC3)cc2NC1=O (stereo not given) | 11%
O=c1oc2ccccc2c2nc(-c3ccccc3)c(-c3ccccc3)nc12 | 13%
COc1ccc(-c2noc(N3CCN(c4cccc(Cl)c4)CC3)n2)cc1OC | ?
CCOC(=O)C(=Cc1c[nH]c2ccccc12)C(=O)OCC | -16%
Clc1ccc2scc(CN3CCCC3)c2c1 | 10%

19 compounds already listed, arranged by length of the SMILES, rising.
SMILES | KDM5B inh
CNC/C=C/COc1ccc(C)c(C)c1 | -18%
Clc1ccc2scc(CN3CCCC3)c2c1 | 10%
CC(=O)NCCc1sc(-c2cccc(F)c2)nc1C | ?
CCC(C)NC(=O)c1ccc2c(c1)NC(=O)CS2 (stereo not given) | 20%
CCCN1CCc2nc(C(=O)Nc3nc(C)cs3)oc2CC1 | -24%[86.2 µM]
CCOC(=O)C(=Cc1c[nH]c2ccccc12)C(=O)OCC | -16%
O=C(CSc1nnc2ccc(-c3ccccn3)nn12)N1CCCC1 | 12%
O=S(Cc1cccc(C(F)(F)F)c1)Cc1cccc2ccccc12 (stereo not given) | -1%
O=C(NCCC1CCN(C(=O)Nc2ccccc2F)CC1)c1cccs1 | 29%
COc1cccc(Nc2cnc3ccc(-c4cccc(CO)c4)nn23)c1 | ?
Cn1c(N)c(-c2csc(Nc3ccccc3)n2)c(=O)n(C)c1=O | -17%
O=c1oc2ccccc2c2nc(-c3ccccc3)c(-c3ccccc3)nc12 | 13%
CC(=O)c1c(C)[nH]c(C(=O)CSc2nnc(C3CCCCC3)o2)c1C | 14%
Cc1cccc(CNC(=O)CCC2CCN(S(=O)(=O)c3ccccc3)CC2)c1 | 10%
Cc1nnc(N2CCC3(CCC(=O)N(CCCN(C)C)C3)CC2)c2ccccc12 | -10%
CN(Cc1cn(C)nc1-c1ccc(Oc2ccccc2)cc1)Cc1cnc2ccccn12 | 5%
CC1Sc2ccc(S(=O)(=O)N3CCC(C(=O)N4CCCC4)CC3)cc2NC1=O (stereo not given) | 11%
Cc1nn(CCC(=O)Nc2cccc(C(F)(F)F)c2)c(C)c1S(=O)(=O)N1CCC(C)CC1 | -7%
COc1cc(NC(=O)C2CCN(S(=O)(=O)c3c(C)noc3/C=C/c3c(C)cc(C)cc3C)CC2)cc(OC)c1 | -4%

The listing continues.
SMILES | KDM5B inh
Cc1ccc(C)c(CNC(=O)CCc2conc2-c2cccc(F)c2)c1 | 5%
Cc1ccc(-c2ccc(=O)n(CCC(=O)N3CCN(Cc4ccccc4)CC3)n2)cc1 | 8%
COc1ccc2c(c1)CC/C(=C\c1cccc(Br)c1)C2=O | 1%&13%
O=C(c1ccc(C(F)(F)F)cc1)N1CCn2c(nn(-c3cccc(Cl)c3)c2=O)C1 | -25%
O=C1CN(C(=O)COC(=O)c2ccc(Cl)c(S(=O)(=O)N3CCCCC3)c2)c2ccccc2N1 | -16%
Cc1nc(CN2CC3(CCN(C)C3)c3cc(C(=O)Nc4ccccc4)ccc32)cs1 (stereo not given) | -33%[86.2 µM]
COc1ccc(C2CC(C)=NN2c2nc(-c3ccc(F)cc3)cs2)cc1OC (stereo not given) | ?
CC(=O)c1ccc(N2CCN(C(=O)CCc3ncc(-c4c(F)cccc4F)o3)CC2)c(F)c1 | 5%
